Screens from PubChem.
hERG WT inh: inhibitors of human wildtype KCNH2 potassium channel | U2OS, BacMam KCNH2, thallium flux FluxOr; hits give low values | activity change, % at 1.84 µM | 340,000 compounds, 0.37% hits;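 active means maximum activity change below -70%; inconclusive means maximum activity change between -70% and -50%; inactive means maximum activity change above -50%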; further: on the % scale 0 is the no-effect control and ±100 the full control effect
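U2OS cells transduced with wild-type KCNH2 virus are loaded with FluxOr dye for 45 min, and thallium flux is measured in kinetic reads before and after stimulation buffer. Rate constants are normalized to DMSO controls.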
Coupling enz: inhibits coupling enzyme system, counter-screen for aldolase hits. coupling enzyme system counterscreen, AmpLite Red fluorescence. activity change, negative = inhibition, % at 58.2 µM, hits read low. 290,000 compounds, 0.67% hits; in the data active means activity change below about -30%; further: on the % scale 0 is the no-effect control and ±100 the full control effect
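Fluorescence at 525 nm excitation and 598 nm emission measured inhibition of the coupled detection system without aldolase. Compounds (at 57.5 uM final) were preincubated 10 min at room temperature with coupling enzyme reagent before a 20 min substrate/AmpLite Red step.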
MBNL1-CUG inh: MBNL1-poly(CUG) RNA binding inhibition | TR-FRET MBNL1-His/biotin-(CUG)12 binding, 665/545 ratio | Potency, µM (top dose mostly 57.5 µM), without a hit: at the highest dose activity change, negative = inhibition, most hits filed as inhibitors | 280,000 compounds, 0.036% hits | AID 2675; active means well fitted inhibition curve with a large enough effect in the signal ratio, with a control signal flat, not every such curve was filed as active; inconclusive means small, poorly fitted or top-dose-only effect, or effect the other way, or a change in a side signal; inactive means no such curve, though single readings can be large or run the other way; the % refers to the signal ratio; further: potency means the concentration at half of the fitted maximal effect; on the % scale 0 is the no-effect control and ±100 the full control effect
Target sequence (Q9NR56 whole entry, looked up): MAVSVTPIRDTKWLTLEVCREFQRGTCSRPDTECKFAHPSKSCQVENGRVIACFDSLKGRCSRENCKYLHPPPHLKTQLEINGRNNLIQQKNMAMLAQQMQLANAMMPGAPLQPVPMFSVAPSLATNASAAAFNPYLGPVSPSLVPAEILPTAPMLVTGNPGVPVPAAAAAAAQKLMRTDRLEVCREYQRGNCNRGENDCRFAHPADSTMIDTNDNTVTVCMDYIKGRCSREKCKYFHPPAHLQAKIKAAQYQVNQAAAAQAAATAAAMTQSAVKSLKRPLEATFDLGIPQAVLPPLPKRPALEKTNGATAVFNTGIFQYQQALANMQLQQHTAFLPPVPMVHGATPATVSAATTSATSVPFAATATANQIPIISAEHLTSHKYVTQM
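TR-FRET between His-tagged MBNL1 and biotin-(CUG)12 RNA, detected with Tb anti-His antibody (0.055 ng/ul) and streptavidin-XL665 (5 nM), 60 min at room temperature. Compounds titrated 92 nM to 58 uM; 665/545 nm ratio normalized to buffer and complex controls.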
a7 integrin act: activates integrin-mediated alleviation for muscular dystrophy; AID 624291; 350,000 compounds, 0.064% hits; Potency, µM (doses to about 38.3 µM), without a hit: at the highest dose activation, actives largely listed as activators; alpha7betagal myoblasts, beta-gal FDG fluorescence, 48 h;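 further: potency means the concentration at half of the fitted maximal effect; 100% = response of the positive control SU9516; nearly all actives have a fitted effect of over 60% in size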
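Alpha7betagal+/- myoblasts (passage 13) were plated 16-24 hr, then exposed to compounds (1:260 dilution of DMSO stock) for 48 hours at 37C. After MPER lysis, β-galactosidase reporter activity was read as FDG fluorescence (ex 480/em 540) after 30 minutes.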
ASM inhibitor: inhibitors of human secretory acid sphingomyelinase | P17405 | placental ASM, HMU-PC fluorogenic substrate, 60 min | Potency, µM (titrated, usually from 57.5 µM), inactives show at the top dose activity change, negative = inhibition, actives largely listed as inhibitors | 340,000 compounds, 0.006% hits | AID 504937; further: potency means the concentration at half of the fitted maximal effect
Target sequence (P17405 47-631 limits assumed): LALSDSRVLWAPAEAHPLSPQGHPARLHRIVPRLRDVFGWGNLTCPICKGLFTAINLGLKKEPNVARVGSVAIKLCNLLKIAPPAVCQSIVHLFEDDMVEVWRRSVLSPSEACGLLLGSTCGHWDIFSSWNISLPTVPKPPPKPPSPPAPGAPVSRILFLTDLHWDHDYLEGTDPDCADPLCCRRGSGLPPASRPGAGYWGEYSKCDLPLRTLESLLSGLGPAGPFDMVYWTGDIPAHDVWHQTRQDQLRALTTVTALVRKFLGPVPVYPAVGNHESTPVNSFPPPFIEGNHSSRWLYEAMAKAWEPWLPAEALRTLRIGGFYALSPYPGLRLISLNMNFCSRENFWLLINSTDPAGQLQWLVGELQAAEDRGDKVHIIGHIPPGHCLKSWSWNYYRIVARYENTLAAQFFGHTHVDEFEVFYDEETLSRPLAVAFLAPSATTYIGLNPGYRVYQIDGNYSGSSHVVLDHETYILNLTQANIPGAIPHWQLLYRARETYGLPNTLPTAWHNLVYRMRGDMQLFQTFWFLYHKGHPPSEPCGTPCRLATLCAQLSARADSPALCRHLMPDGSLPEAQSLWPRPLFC
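HMU-PC0 cleavage (9 uM final) by human placental ASM, 60 min at 37 °C following 10 min compound exposure at RT; stopped at pH 10, fluorescence Ex 386/Em 447 nm.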
TRPV1 agonist: agonists of human vanilloid receptor 1 (TRPV1); Q8NER1; TRPV1-expressing cells, Fluo-8 calcium influx, agonist mode; AID 540275; activation, % at 8.33 µM; 320,000 compounds, 0.19% hits; in the data active means activation above about 80%; inconclusive means between about 30% and that limit; further: 0% is about no effect
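TRPV1-expressing cells were cultured overnight at 35.5C and loaded with Fluo-8 calcium dye for 40 to 90 min at room temperature. After a 10 s baseline, compound was added and calcium influx was read kinetically for 3 min (ex 480/em 520 nm).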
GALK inh: inhibitors of human galactokinase; P51570; Purified GALK, Kinase-Glo residual ATP luminescence; Potency, µM (series often up to 57.5 µM), inactives show top-dose activity change, negative = inhibition, hits mostly inhibitors; 270,000 compounds, 0.007% hits; further: potency means the concentration at half of the fitted maximal effect; on the % scale 0 is the no-effect control and ±100 the full control effect
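The enzyme phosphorylates galactose (100 uM) using ATP (35 uM); inhibition is detected as higher residual ATP, quantified by bioluminescence after 1 h reaction at room temperature, pH 8.0.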
KCNH2 3.1 inh: KCNH2 3.1 (human) potassium channel inhibition | U2OS KCNH2 3.1, thallium flux FluxOr; hits give low values | activity change, % (tested at about 1.8 µM) | 340,000 compounds, 0.95% hits | AID 720553;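 active means maximum activity change below -70%; inconclusive means maximum activity change from -70% to -50%; inactive means maximum activity change above -50%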;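 further: thallium influx rate constant from kinetic fluorescence after stimulation buffer; on the % scale 0 is the no-effect control and ±100 the full control effect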
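Thallium flux via FluxOr fluorescence (Red40 quencher, 45 min loading) in U2OS cells virally expressing the KCNH2 3.1 isoform (1.77 x 10^8 /mL virus, overnight at 37 C). Rate constants from 2-min kinetic reads post-stimulation, normalised to positive and negative controls.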
A-T KAP1 phos: potential ataxia-telangiectasia treatments restoring KAP-1 phosphorylation; […] A-T fibroblasts, KAP-1 phosphorylation AlphaLISA; neocarzinostatin DNA damage 30 min before lysis; Potency, µM (top dose mostly 57.5 µM), inactives show top-dose activation, most hits filed as activators; 320,000 compounds, 0.19% hits; AID 485349; further: potency means the concentration at half of the fitted maximal effect; % of control where 0% means no effect; nearly all actives have a fitted effect of over 45% in size
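hTERT-immortalized A-T patient fibroblasts ([…]), 500 cells/well in OPTI-MEM, 1% FBS, got compounds for 60 min, then NCS for 30 min at 37C. Lysates were then assayed for phospho-KAP-1 by AlphaLISA (anti-pKAP1 donor, anti-KAP1 acceptor beads), 6 hr at 25C.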
CXXC DNA block: MLL CXXC-DNA interaction inhibition; Q03164; MLL-CXXC / FITC-HOXA9 DNA fluorescence polarization; Potency, µM (highest dose often 115 µM), inactives show top-dose activity change, negative = inhibition, most hits filed as inhibitors; 290,000 compounds, 0.037% hits; AID 2662; active means well fitted inhibition curve with a large enough effect in the polarisation, with a control signal flat, not every such curve was filed as active; inconclusive means small, poorly fitted or top-dose-only effect, or effect the other way, or a change in a side signal; inactive means no such curve, though single readings can be large or run the other way; the % refers to the polarisation; further: potency means the concentration at half of the fitted maximal effect
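Steps: dispense CXXC domain solution (7 uM) → pin compounds or unlabeled HOX-A9 DNA control → 5 min ambient → add FLSN-HOX-A9 solution (50 nM) → spin → 30 min ambient → fluorescence polarization. Tris pH 7.5/NaCl/DTT/BSA buffer.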
* = called active by the depositor; ? = inconclusive; . = no result given; [ ] = another dose, or the depositor's remark. Unless noted, the call rests on the fitted dose curve; in most records, active means well fitted curve in the direction sought with a large enough effect; inconclusive means small, poorly fitted or top-dose-only effect, or another doubt; inactive means no such curve, though single readings can be large; an effect the other way counts as inactive or inconclusive.

structure | hERG WT inh | Coupling enz | MBNL1-CUG inh | a7 integrin act | ASM inhibitor | TRPV1 agonist | GALK inh | KCNH2 3.1 inh | A-T KAP1 phos | CXXC DNA block
Cc1ccc(C2C(C#N)=C(N)N(c3ncn[nH]3)C3=C2C(=O)CC(C)(C)C3)cc1 (stereo not given) | -4 | -1 | 0% | -4% | -3% | 0 | 1% | 7 | -2% | 1%
COc1ccc(C(=O)Nc2ccc(OCc3ccccc3)cc2)cc1[N+](=O)[O-] | -1 | 0 | -5% | -12% | -8% | 6 | . | . | -7% | 6%
Cc1ccc(-c2nn(C)c(=O)c3ccccc23)cc1CNC(=O)c1ccco1 | -1 | -6 | 3% | -13% | -3% | 1 | 2% | -2 | 4% | 6%
COc1ccc(NC(=O)CN(C)C(=O)c2cccnc2Sc2ccc(C)c(C)c2)cc1 | -8 | . | . | 1% | -1% | 3 | . | -15 | -6% | .
CC1CCc2nc3ccccc3c(C(=O)OCC(=O)NC3CCS(=O)(=O)C3)c2C1 (stereo not given) | 7 | -5 | 13% | 37% | 5% | 1 | 1% | 3 | 0% | 14%
CCOc1ccccc1N(CC(=O)NC1CCCC1)C(=O)CCC(=O)Nc1cc(C)on1 | -3 | -4 | -2% | -42%[inhibitor] | -2% | -3 | 0% | 7 | 2% | -5%
O=[N+]([O-])c1cc(Cl)cc2c1nc(NCCO)c1ccccc12 | 2 | 4 | 0% | -4% | -20% | 16 | -7% | 14 | 16% | 14%
CCNc1nc(Oc2ccc(C(=O)OC)cc2)nc(SC)n1 | -4 | 5 | -3% | 0% | -1% | 1 | -1% | -4 | 7% | 5%
Cc1nc2ccccn2c1C(=O)OCC#N | -2 | 1 | 6% | ? | 5% | 1 | -1% | -1 | -1% | -2%
COc1cc(-c2nn3c(-c4ccccn4)nnc3s2)cc(OC)c1OC | . | 0 | 3% | . | . | -3 | 5% | . | 5% | -7%
Cc1ccc(C(=O)N2CC(C)CC(C)C2)cc1S(=O)(=O)N1CCCCC1 (stereo not given) | 20 | . | . | -49%[inhibitor] | 4% | ? | . | -12 | 11% | .
COC(=O)CSc1ncnc2c1sc1nc(N3CCOCC3)c3c(c12)CCCC3 | -13 | 1 | -5% | 4% | 0% | -2 | 2% | -26 | -1% | 3%
COc1cccc(C2/C(=C(/O)c3cnn(-c4ccccc4)c3C)C(=O)C(=O)N2CCN(C)C)c1OC (stereo not given) | 2 | -2 | -2% | 13% | 5% | -2 | -2% | -5 | -2% | 0%
CC1CCC2C(=O)N(c3ccc(NC4CCN(Cc5ccccc5)CC4)c([N+](=O)[O-])c3)C(=O)C2C1 (stereo not given) | 3 | 1 | . | 11% | -3% | 1 | 1% | -23 | -4% | 9%
O=C(c1cccc([N+](=O)[O-])c1)N1CCOCC1 | -1 | 1 | . | ? | 1% | -4 | 1% | -6 | -2% | -5%
CCC(CC)C(=O)NC12CC3CC(CC(C3)C1)C2 | -8 | 3 | 1% | -7% | 2% | 3 | 0% | -2 | -5% | 4%
O=C(Nc1ccc2[nH]ncc2c1)C1CCC1 | -5 | -2 | -6% | 12% | 3% | 6 | 0% | 21 | -11% | -1%
CCCOc1ccc(Oc2ccc(S(=O)(=O)N3CCN(C)CC3)cn2)cc1 | -5 | . | . | 25% | 3% | 10 | . | 14 | -6% | .
COc1ccc(N/C=C(\C#N)S(=O)(=O)c2ccc(OC)cc2)cc1 | 7 | -1 | -3% | -16% | 3% | 7 | . | -2 | 3% | -7%
CCOC(=O)c1cnc(-n2nc(C)cc2C)nc1NC | -10 | 2 | -4% | 1% | 0% | 0 | 4% | -1 | 11% | 4%
O=C(COc1ccc(NC(=O)c2ccccc2[N+](=O)[O-])cc1)c1ccc(F)cc1 | -2 | 1 | 20% | 10% | -2% | 4 | -11% | 9 | 1% | -11%
CN(C)CCN(Cc1ccco1)S(=O)(=O)c1csc(C(N)=O)c1 | 3 | 2 | -3% | -6% | 1% | 4 | 1% | 5 | 3% | 6%
CC(=O)Nc1ccc(NC(=O)c2ccccc2F)cc1 | -11 | 4 | -13% | -5%[7.66 µM] | 2% | 3 | 3% | -17 | 4% | 1%
Cc1cccc(CNc2ccc(C(CC(N)=O)NC(=O)c3ccccc3)cc2[N+](=O)[O-])c1 (stereo not given) | 5 | -1 | 15% | 0% | -2% | 0 | -3% | -11 | 5% | -15%
OCCOCCNc1ncnc2c1cnn2-c1ccccc1 | -19 | 2 | 3% | 22% | 0% | 0 | 0% | -5 | -1% | 3%
CCCOc1cc(C)c(Cl)cc1S(=O)(=O)N(CC)CC | 9 | 5 | 0% | -37% | -7% | 28 | 0% | 4 | 2% | -1%
CN(C)c1ccc(C(=O)NCC(c2cccs2)N2CCOCC2)cc1 (stereo not given) | 4 | . | . | 26% | -8% | . | . | -6 | -4% | .
CCOc1cc(C(=S)N2CCOCC2)cc(Br)c1OS(=O)(=O)c1ccccc1 | -8 | -3 | 8% | 15% | 0% | ? | -2% | -11 | 2% | 9%
CCCCNC(=O)NS(=O)(=O)c1ccc(C(=O)OC)o1 | 7 | 4 | 8% | 4% | 0% | -4 | -1% | . | 7% | 2%
O=C(O)c1ccccc1CC(CCc1ccccc1)C(=O)O (stereo not given) | 0 | . | . | -14% | 0% | . | . | 5 | . | .
CC(=O)c1cccc(NC(=O)CN2C(=O)C3C4C=CC(C4)C3C2=O)c1 (stereo not given) | -1 | -2 | 3% | 36% | 5% | 1 | 4% | -8 | 6% | -3%
O=c1[nH]nc(CNc2ccc(O)cc2)c2ccccc12 | 2 | -49* | ? | -53%[inhibitor] | 0% | 0 | 0% | -41 | -1% | 21%
CCCc1cc(C(=O)Nc2sc(C(C)=O)c(C)c2C(=O)OCC)no1 | -7 | -1 | -14% | -11% | 0% | 0 | 3% | 9 | 7% | -4%
CCOC(=O)N1CCC(NCCNC(=O)c2ccc(F)c(F)c2)CC1 | . | . | . | -23% | 4% | 1 | . | . | 3% | .
Cc1ccc(CNC(=O)CCC2CCCN(Cc3cccc4ncccc34)C2)o1 (stereo not given) | 3 | 2 | -8% | -34% | 6% | ? | -2% | 1 | 5% | -5%
CCCNC(=O)C1CCN(S(=O)(=O)c2ccc3[nH]c(=O)ccc3c2)CC1 | 0 | 3 | 5% | 4% | 4% | -4 | . | -5 | -7% | .
CCS(=O)(=O)N1CCN(S(=O)(=O)c2ccc(F)cc2)CC1 | 3 | 4 | 4% | -1% | 5% | 1 | 0% | 1 | -2% | 1%
O=[N+]([O-])c1cccc(-n2nnnc2CN2CCCC2)c1 | 2 | -2 | ? | 7% | 2% | -1 | -4% | -3 | 3% | 7%
O=C(Nc1ccc2c(c1)OCO2)N1CCC(CO)(CC2CCCCO2)CC1 (stereo not given) | 3 | -2 | -6% | -18% | 2% | 3 | -2% | 2 | -3% | -3%
COC(=O)c1cc(NC(=O)c2ccc(C)cc2)c(=O)oc1C | 2 | 3 | 20% | 19% | -3% | 17 | -2% | -5 | 0% | 4%
CCC(C(=O)NCC1CCCO1)n1nc(C)c2sc3ccccc3c2c1=O (stereo not given) | 2 | . | 6% | -17% | 0% | 6 | -8% | -7 | 4% | 44%[activator]
COc1ccccc1/C=C/C1C(C(=O)OCC(C)C)=C(C)N=C2SCCC(=O)N21 (stereo not given) | -8 | -1 | -5% | 16% | -2% | 17 | -1% | -13 | -1% | 0%
CCNC(=O)C1CC(=O)N(Cc2ccc(F)cc2)C(=Nc2ccc(OC)cc2)S1 (stereo not given) | -7 | -1 | 1% | -34% | 2% | 14 | -3% | -3 | -1% | 0%
COc1cc(OC)cc(C(=O)N2CCN(c3ccc(N4CCOCC4)nn3)CC2)c1 | -2 | . | . | 8% | 336%[activator] | 2 | . | 6 | 0% | .
NCCNC(=O)c1ncsc1-c1cccc(F)c1 | 12 | . | . | . | -6% | . | . | 13 | . | -1%
CSc1ccccc1OCc1cc(C(=O)NC2CCc3ccccc32)no1 (stereo not given) | -5 | -2 | -11% | ? | 0% | -2 | -1% | 16 | 17% | 9%
COc1ccccc1/C=C\C(=O)NCC(=O)N/N=C/c1ccc(O)cc1O | -4 | 2 | 7% | -35% | 7% | 1 | -2% | 9 | 12% | -3%
